From PubChem BioAssay
West Nile antiviral – West Nile virus antiviral activity, cell-based, CPE readout (AID 1621); CPE inhibition, % at 10 µM; hits with a dose series show IC50 in µM; West Nile virus-infected cells, CPE inhibition; higher % means a stronger effect; 290,000 tested, 0.02% active; in the data active = a potency from the dose series; inconclusive = CPE inhibition mostly from about 3.7% at the one dose, without a potency; inactive = the rest, 99 in 100 with CPE inhibition below about 2.2%; also: strong numbers were not always called active
MgcRacGAP inhibition – MgcRacGAP GTPase-activating activity inhibitors, confirmation, biochemical, ADP Hunter fluorescence. MgcRacGAP-stimulated Rac1 GTP hydrolysis, ADP Hunter fluorescence; higher % means a stronger effect; GST-tagged Rac1 F28L mutant substrate. inhibition, % at 30 µM, or IC50 in µM where a hit was titrated. 340,000 tested, 0.6% active. AID 624330;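 active = first-screen hits whose inhibition reached a set limit at any dose in the follow-up dose series; inconclusive = inhibition above the set first-screen limit but never retested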;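 also: fluorescence reports GDP produced by GAP-driven GTP hydrolysis; strong numbers were not always called active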
UTI89 phage lysis – inhibition of K1F phage lysis, E. coli UTI89, bacterial capsule biogenesis inhibitors, alamar blue (AID 488966) | E. coli UTI89 K1F phage lysis, alamar blue, 2 h; higher % means a stronger effect | one-dose inhibition, % at 100 µM; IC50 in µM for titrated hits | 340,000 tested, 0.02% active;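 active = phage lysis inhibition, versus mean bacterial control, above a set limit; inconclusive = no clear call, values can overlap the other calls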;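 also: capsule biogenesis inhibitors block K1F phage lysis so surviving cells raise fluorescence; higher fluorescence means more inhibition of phage lysis; actives were called in the ten point dose series up to 300 µM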
SV40 large T antigen – SV40 large T antigen inhibitors, biochemical (AID 1903). SV40 large T antigen ATPase/helicase inhibition assay; higher % means a stronger effect. one-dose inhibition, % at 20 µM; IC50 in µM for titrated hits. 310,000 tested, 0.39% active; in the data active = a potency from the dose series; inconclusive = inhibition mostly from about 32% at the one dose, without a potency; inactive = the rest, 99 in 100 with inhibition below about 32%; also: strong numbers were not always called active
RSV antiviral HEp-2 – RSV antiviral activity via CPE protection, HEp-2 cells, primary 10 µM value included (AID 2391); HEp-2 cells, RSV-induced CPE inhibition; higher % means a stronger effect; one-dose CPE inhibition, % at 10 µM; IC50 in µM for titrated hits; 310,000 tested, 0.13% active; in the data active = a potency from the dose series; inconclusive = CPE inhibition mostly from about 23% at the one dose, without a potency; inactive = the rest, 99 in 100 with CPE inhibition below about 21%; also: strong numbers were not always called active
T cell HTS – T cell immune modulation candidate | 330,000 tested, 0.068% active | AID 2052 | calls only at 7 µM | 2C CD8+ T cell-vesicle binding, flow cytometry; stronger effect = lower value;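 active = response, share of CD8 T cells binding vesicles, and their 90th percentile fluorescence all below set limits, cut at about 80% in these data, passing the limit was not always enough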
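Assay system – 2C mouse CD8+ T cells · Also added – QL9-loaded Drosophila micro-vesicles · Timing – Cell–vesicle co-incubation 1.5 h at 37 °C, staining 20 min on ice · Signal – flow cytometry of vesicle-bound cells · Measure – percent CD8+ FL2 mean versus row control · Controls – Peptide-free naked vesicles (low) and QL9 vesicles with 0.7% DMSO vehicle (high)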
NTR1 ag – agonists of NTR1, primary screen, imaging, U2OS cells, beta-arrestin-GFP, high content (AID 493036). activation, % at 20 µM. NTR1-U2OS beta-arrestin-GFP spot imaging, agonist mode. 330,000 tested, 0.17% active. P30989;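 active = activation at or above 40% of the spot to cytoplasm intensity ratio, with at least 20 cells analyzed; inconclusive = wells under 20 cells, flagged as cytotoxic or low count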;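 also: 0% = DMSO without peptide and 100% = 100 nM NTR1 peptide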
Target sequence (P30989 whole entry, looked up): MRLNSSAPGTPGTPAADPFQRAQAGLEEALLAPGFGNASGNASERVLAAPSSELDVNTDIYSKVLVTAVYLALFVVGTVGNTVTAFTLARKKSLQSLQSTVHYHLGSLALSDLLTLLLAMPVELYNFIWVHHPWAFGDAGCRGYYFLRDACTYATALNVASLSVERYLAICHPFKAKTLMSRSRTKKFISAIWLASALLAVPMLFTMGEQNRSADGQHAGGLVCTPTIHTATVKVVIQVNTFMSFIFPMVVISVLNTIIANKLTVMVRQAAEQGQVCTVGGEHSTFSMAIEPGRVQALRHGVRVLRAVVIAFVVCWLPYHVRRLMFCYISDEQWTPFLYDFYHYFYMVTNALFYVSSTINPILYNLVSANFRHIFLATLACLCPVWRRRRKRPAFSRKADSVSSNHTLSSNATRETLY
Salmonella PhoP GFP – PhoP-dependent GFP reporter repression – Salmonella Typhimurium, primary screen (AID 1863) | S. Typhimurium PhoP-regulated promoter GFP reporter, 4 h; higher % means a stronger effect | one-dose inhibition, % at 50 µM; IC50 in µM for titrated hits | 300,000 tested, 0.16% active;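 active = inhibition over 29.93%, a cutoff 3 SD above the screen mean, later confirmed by dose response; inconclusive = inhibition over 29.93% but no dose response follow-up; inactive = inhibition at most 29.93% or unconfirmed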;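 also: 0% = low Mg2+ inducing control and 100% = high Mg2+ repressing control; strong numbers were not always called active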
NS5 inhibitors – flavivirus cap methylation enzyme inhibition – biochemical, confirmation dose response, primary screen (AID 588689); Dengue-2 NS5 methyltransferase capping enzyme assay, biochemical; higher % means a stronger effect; inhibition, % at 25 µM, or IC50 in µM where a hit was titrated; 340,000 tested, 0.3% active; in the data active = a potency from the dose series; inconclusive = inhibition above about 29% without an active follow-up result
T cell HTS vesicle-bound % – also measured in T cell HTS; calls as there; double positive events, %; measured here: CD8+ vesicle-bound cell fraction;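 binding gate set so that unloaded-vesicle control wells show 10% double positive cells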
NTR1 ag cell count 20 µM – recorded beside NTR1 ag, whose call it bears; cell count; measured here: cell count, cytotoxicity flag
NS5 inhibitors pilot replicate – also measured in NS5 inhibitors; calls as there; inhibition, %; measured here: pilot screen replicate inhibition
An asterisk follows results filed as active; i = inactive; ? = inconclusive; · = not tested or not shown; [ ] = dose if it differs, or a comment. Outcome played no part in choosing rows (roughly 1.5% active in at least one column).

SMILES	West Nile antiviral	MgcRacGAP inhibition	UTI89 phage lysis	SV40 large T antigen	RSV antiviral HEp-2	T cell HTS	T cell HTS vesicle-bound %	NTR1 ag	NTR1 ag cell count 20 µM	Salmonella PhoP GFP	NS5 inhibitors	others
CCCN1CC23C=CC(O2)C(C(=O)O)C3C1=O (centres undefined)	0.2%	-7%	4.1%	0%	-0.1%	i	34	0.6	65	1%	-7%
Cc1cccc(/C=N/NC(=O)Cc2ccc(Cl)cc2)c1O	0.3%	8%	0.5%	6%	7.9%	i	59	4.2	72	5%	-1%
COc1ccc(NC(=O)CC2C(=O)NCCN2C(=O)Nc2ccc(C(F)(F)F)cc2)cc1 (centres undefined)	-0.3%	10%	0.1%	-3%	2.0%	i	26	0.5	71	-6%	-10%
O=C(Nc1cc(C(F)(F)F)ccc1N1CCOCC1)c1ccc2ccccc2n1	0.6%	5%	0.5%	13%	0.9%	i	41	9.9	91	4%	-1%
Cc1cc(C)cc(NC(=O)C[n+]2ccccc2)c1	0.8%	16%	0.6%	12%	1.0%	i	56	-0.2	51	2%	0%
Cc1nn(C)cc1/C=N/NC(=O)Cn1cncn1	0.1%	·	·	9%	4.5%	i	52	-1.2	45	-6%	·
Cc1ccccc1CN(c1ccc(C(=O)NCc2ccccn2)cc1)S(C)(=O)=O	-0.7%	8%	2.8%	8%	0.1%	i	27	0.2	44	0%	2%
COc1cccc(C(=O)c2sc(NC(C)C)nc2N)c1	1.2%	4%	0.4%	3%	0.6%	i	13	-0.9	57	-9%	-2%
Cc1ccc(N(CC(=O)NC(C)C)C(=O)CCC(=O)Nc2nccs2)cc1C	-0.1%	13%	0.1%	27%	5.7%	i	18	-1.1	81	-7%	-8%
O=C(Nc1ccc(F)cc1)c1nn(-c2ccccc2)c(=O)cc1Cl	-2.2%	1%	-0.8%	-1%	·	·	·	·	·	-7%	-24%
O=C(OCCN=C1NS(=O)(=O)c2ccccc21)c1cccs1	0.0%	2%	0.2%	5%	1.0%	i	57	0.7	69	-1%	·
COc1cccc(-c2sc3ccc(OC)cc3c2-c2ccc(OCCN3CCCCC3)cc2)c1	·	7%	-0.1%	·	·	·	·	8.5	50	·	0%	NS5 inhibitors pilot replicate=2.1
Cc1ccc(C(=O)OCCOc2cccc(Cl)c2)cc1S(=O)(=O)N1CCOCC1	·	2%	0.1%[50 µM]	10%	2.5%	i	16	2.4	67	-1%	-10%
O=C(NCCCN1CCOCC1)c1cc2c(s1)CCC2	-0.7%	3%	1.3%	5%	-0.2%	i	38	1.6	90	20%	-12%
Cc1ccc(NC(=O)C2CCCN(S(=O)(=O)c3cccnc3)C2)c(C)c1 (centres undefined)	-0.6%	0%	0.3%	12%	2.3%	i	21	-0.3	68	-4%	-6%
O=C(CSCc1ccc(Br)cc1)Nc1ccc(S(=O)(=O)N2CCOCC2)cc1	-0.4%	7%	4.3%	-3%	5.2%	i	46	0.6	72	-7%	2%
Cc1ccc(/C=C/C(=O)Nc2ccc([N+](=O)[O-])cc2)o1	-1.4%	5%	1.2%	12%	11%	i	43	2.7	48	-1%	-1%
CCOCCCNCC(=O)NC1(C)C2CCC(C2)C1(C)C (centres undefined)	-0.5%	14%	7.5%	-7%	0.4%	i	24	-2.0	56	2%	0%
Cc1ccc(CNC(=O)Cc2ccc(Br)cc2)cc1	-0.7%	12%	0.1%	5%	-0.1%	i	68	0.6	58	2%	-7%
O=C(COc1ccccc1)N1CCN(C(=O)c2ccc([N+](=O)[O-])cc2)CC1	0.5%	3%	0.1%	0%	5.9%	i	56	0.2	77	1%	-13%
COc1ccc(C2(c3ccc(OC(C)=O)cc3OC(C)=O)CC(c3ccccc3)NC(=S)N2)cc1 (centres undefined)	-0.2%	-2%	-1.7%	4%	1.2%	i	37	0.0	43	5%	11%
CCOC(=O)C1CCCN(C(=O)c2[nH]c3ccc(OC)cc3c2C)C1 (centres undefined)	-1.4%	4%	-0.1%	15%	1.5%	i	46	-0.4	87	·	-1%
c1cc2cc(-c3c(-c4ccc5c(c4)OCO5)noc3-c3ccsc3)ccc2[nH]1	-0.2%	1%	-0.6%	2%	34%	i	25	12	54	0%	-1%
COc1ccc2c(-c3ccccc3)cc(SCC(=O)N(C)C3CCS(=O)(=O)C3)nc2c1 (centres undefined)	-1.5%	8%	-0.4%	6%	2.9%	i	64	4.9	115	9%	-5%
c1ccc(-c2noc(-c3ccncc3)n2)nc1	-0.5%	1%	0.6%[50 µM]	-2%	-0.5%	i	4	-1.3	40	8%	-1%

The final two records of the section before come first, to join the parts:
SMILES	West Nile antiviral	MgcRacGAP inhibition	UTI89 phage lysis	SV40 large T antigen	RSV antiviral HEp-2	T cell HTS	T cell HTS vesicle-bound %	NTR1 ag	NTR1 ag cell count 20 µM	Salmonella PhoP GFP	NS5 inhibitors	others
COc1ccc2c(-c3ccccc3)cc(SCC(=O)N(C)C3CCS(=O)(=O)C3)nc2c1 (centres undefined)	-1.5%	8%	-0.4%	6%	2.9%	i	64	4.9	115	9%	-5%
c1ccc(-c2noc(-c3ccncc3)n2)nc1	-0.5%	1%	0.6%[50 µM]	-2%	-0.5%	i	4	-1.3	40	8%	-1%
COc1ccccc1-n1c(C)cc(C=O)c1C	1.1%	4%	0.3%	1%	0.9%	i	40	-0.7	61	-3%	-7%
COc1ccc(C(=O)Nc2nnc(S(=O)(=O)N3CCCCCC3)s2)cc1OC	-0.1%	2%	0.4%	·	3.4%	i	42	-1.4	50	·	-5%
COc1cc(CNC(C)C23CC4CC(CC(C4)C2)C3)cc(OC)c1OC (centres undefined)	-1.4%	8%	-0.4%[50 µM]	-2%	0.5%	i	51	-0.4	107	6%	-7%
CCNc1nc(NCC)n2c(SC(C(=O)Nc3cc(Cl)cc(Cl)c3)c3ccccc3)nnc2n1 (centres undefined)	-0.7%	6%	1.8%[50 µM]	6%	79%	i	21	13	68	3%	-4%
O=C1CC(Sc2ncccc2C(=O)O)C(=O)N1 (centres undefined)	1.0%	5%	1.8%	26%	2.2%	i	54	-1.8	66	-4%	6%
COc1ccc(NC(=O)c2cc(-c3ccco3)on2)c(OC)c1	0.0%	11%	0.0%	6%	1.2%	i	47	4.3	42	5%	-12%
COc1ccc(CC(=O)Nc2ccc(/C(C)=N\NC(=O)c3ccc(Br)o3)cc2)cc1	-0.9%	9%	1.5%[50 µM]	·	·	·	·	1.1	56	·	-1%
Cc1nc2c(ccc3nc(NC(=O)c4ccc5c(c4)OCCO5)sc32)s1	2.0%	2%	3.5%	8%	?	i	10	3.0	50	13%	4%
Cc1ccccc1/C=N/n1c(-c2cc(-c3ccccc3)n[nH]2)n[nH]c1=S	0.5%	14%	-0.2%	13%	17%	i	35	14	61	5%	7%
CC1=C(C)CC(C(=O)NNC(=O)c2csc(C)c2C)C(C(=O)O)C1 (centres undefined)	-0.3%	8%	4.2%	7%	1.7%	i	43	-0.6	53	9%	1%
CN1C(=O)N(C)C(c2cccc([N+](=O)[O-])c2)C2=C1CCCC2=O (centres undefined)	-0.3%	2%	0.3%	11%	1.8%	i	55	-1.1	52	-11%	4%
COc1ccccc1NC(=O)C/C(C)=N/NC(=O)C12CC3CC(CC(C3)C1)C2	0.5%	6%	2.4%	5%	1.6%	i	53	-0.3	65	-4%	-4%
O=C(NCc1ccccc1Cl)c1nnc(CS(=O)(=O)c2ccccc2)o1	-0.7%	2%	1.3%	22%	1.0%	i	48	-0.1	90	·	3%
O=[N+]([O-])c1ccc(N/N=C\c2cccnc2)nc1	0.4%	4%	0.8%	1%	-0.1%	i	44	0.1	35	-3%	0%
Cc1cccc2sc(NC(=O)CN(C)S(=O)(=O)c3cccs3)nc12	-0.3%	3%	0.0%	6%	?	i	46	1.2	53	-7%	-4%
Cc1ccc(CNC(=O)Cc2ccc(-n3c(=O)[nH]c4ccsc4c3=O)cc2)cc1	-0.8%	8%	0.1%	4%	-0.3%	i	26	2.0	72	4%	-3%
Nc1cc(=O)[nH]c(N2CCN(c3ccccc3)CC2)n1	0.3%	3%	-0.8%	11%	1.9%	i	64	2.6	55	-2%	1%
COc1cc(=O)[nH]c(SC(C)C(=O)Nc2cc(C)on2)n1 (centres undefined)	0.2%	7%	0.1%	11%	1.2%	i	17	-2.4	47	-6%	2%
CCOc1ccc(NC(=O)C2CCN(S(=O)(=O)c3c(C)noc3C)CC2)cc1	0.2%	20%	0.1%	8%	-0.1%	i	10	-0.4	53	9%	2%
CN(C)c1ccc(-c2n(C)c3ccccc3[n+]2C)cc1	?	4%	0.4%	6%	0.3%	i	12	1.7	56	1%	1%
c1ccc(-c2nccc(-c3ccc(-n4cnc5ccccc54)cc3)n2)nc1	1.1%	5%	9.4%	21%	21%	i	27	3.6	56	28%	-6%
COc1ccc(NC(=O)CC2(CC(=O)O)CCCC2)cn1	-0.4%	4%	0.2%	6%	0.0%	i	30	0.5	66	-1%	6%
CC(Sc1n[nH]c(N)n1)C(=O)Nc1cccc(S(=O)(=O)N2CCOCC2)c1 (centres undefined)	0.5%	5%	-0.6%	26%	0.9%	i	40	0.7	83	-6%	-2%
C=CCOc1ccc(C2/C(=C(/O)c3ccc(OC)cc3)C(=O)C(=O)N2CCN2CCNCC2)cc1 (centres undefined)	0.0%	12%	0.1%	9%	1.1%	i	19	-1.4	72	1%	-2%
O=c1nc(N2CCOCC2)ccn1Cc1ccc(Br)cc1	-0.1%	-2%	0.2%	0%	0.3%	i	25	2.4	50	5%	-5%
COc1cc(/C=N/NC(=O)C(C)Nc2n[nH]c(=O)[nH]c2=O)cc(OC)c1O (centres undefined)	0.0%	11%	1.6%[50 µM]	14%	2.3%	i	0	-0.4	51	-1%	2%
Oc1ccc(C(=S)N2CCCC2)cc1	0.0%	8%	0.0%	12%	2.0%	i	63	2.8	55	-6%	-13%
COC(=O)c1ccc(COC(=O)CCc2nc(-c3ccccc3)c(-c3ccccc3)o2)cc1	0.1%	-11%	0.2%	13%	0.8%	i	55	0.8	52	9%	-14%
CCCCN1C(=O)/C(=C/C=C2/C=Cc3ccccc3N2CC)SC1=S	-0.8%	-7%	-0.3%	5%	-0.4%	i	22	6.3	61	5%	-12%
